# PRMT1 inh: PRMT1 methyltransferase inhibitors, primary screen, biochemical, fluorescence polarization; Protein arginine N-methyltransferase 1 (Homo sapiens), Q99873; recombinant PRMT1, activity-based probe fluorescence polarization; inhibition, % at 2.79 µM; actives 1.3% (n = 370,000); AID 652257, 2013;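 active = inhibition above about 21% made by adding two undisclosed values, limit read from the data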
# TCR CD3 inh: inhibitors of human TCR-CD3 interaction, primary screen, biochemical, fluorescence, TAMRA-labeled TCR probe | actives 0.37% (n = 360,000) | AID 651800, 2012 | inhibition, % at 9.4 µM | T-cell receptor (TCR); in the data active = inhibition above about 19%;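 also: recombinant mutant TCR 2C K166C tagged with TAMRA read by polarization; 0% = receptor in buffer alone and 100% = receptor with positive control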
# mABHD4 FP: ABHD4 inhibitors, primary screen, biochemical, fluorescence polarization, mouse | (Lyso)-N-acylphosphatidylethanolamine lipase (Mus musculus), Q8VD66 | purified mABHD4, FP-Rh probe fluorescence polarization | inhibition, % at 8.92 µM | actives 0.54% (n = 370,000) | AID 720543, 2013;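 active = inhibition exceeding the mean over every tested compound plus 3 SD, cut at about 30% in these data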;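 also: 0% = plate median of compound wells and 100% = S159A mutant with DMSO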
#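 Material: mouse ABHD4 enzyme, wild type; Benchmarks: S159A mutant high control, sample median low control; Buffer or medium: HEPES pH 7.0, NaCl, Pluronic buffer; Signal: fluorescence polarization; Read-out: percent inhibition of probe binding, normalized to plate controls; Timing: pre-incubation 45 min, probe exposure 60 min, at 25 °C; Dosing: 8.92 µM, single dose.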
# UHRF1 MBD2 ctr: UHRF1 methylated DNA binding inhibitors, primary screen, counter-screen for MBD2 inhibitor project, biochemical, TR-FRET, human UHRF1, single concentration. actives 0.75% (n = 370,000). UHRF1 binding to methylated oligo. inhibition, % at 4.4 µM. E3 ubiquitin-protein ligase UHRF1 (Homo sapiens), Q96T88; in the data active = inhibition above about 21%;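 also: UHRF1 SRA domain binding a hemimethylated CpG hairpin DNA probe; 0% = median of test compound wells and 100% = reference inhibitor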
# Target sequence (Q96T88 whole entry, looked up, the tested form may be a part): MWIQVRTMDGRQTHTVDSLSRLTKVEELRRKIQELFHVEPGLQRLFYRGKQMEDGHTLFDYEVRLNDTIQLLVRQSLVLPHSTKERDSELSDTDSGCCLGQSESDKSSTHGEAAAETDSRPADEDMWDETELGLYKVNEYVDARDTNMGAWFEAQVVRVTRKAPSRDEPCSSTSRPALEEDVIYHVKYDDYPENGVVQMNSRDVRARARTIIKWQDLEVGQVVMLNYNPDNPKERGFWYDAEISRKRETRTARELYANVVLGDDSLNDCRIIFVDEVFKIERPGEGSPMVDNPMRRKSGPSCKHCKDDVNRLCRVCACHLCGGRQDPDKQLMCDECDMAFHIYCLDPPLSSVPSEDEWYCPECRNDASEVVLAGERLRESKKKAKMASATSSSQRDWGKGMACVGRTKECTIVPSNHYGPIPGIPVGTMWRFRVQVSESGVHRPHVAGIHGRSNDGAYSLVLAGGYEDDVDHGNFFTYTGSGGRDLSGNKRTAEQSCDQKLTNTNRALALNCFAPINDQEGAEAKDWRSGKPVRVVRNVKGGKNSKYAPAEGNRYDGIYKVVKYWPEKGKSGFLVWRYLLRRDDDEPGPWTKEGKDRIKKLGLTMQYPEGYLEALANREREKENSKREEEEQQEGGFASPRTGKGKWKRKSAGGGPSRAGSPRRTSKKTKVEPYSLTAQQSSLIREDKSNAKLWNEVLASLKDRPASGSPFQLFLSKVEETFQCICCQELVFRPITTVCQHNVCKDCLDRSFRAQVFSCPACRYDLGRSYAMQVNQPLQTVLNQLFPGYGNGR
# SIAE primary: human SIAE inhibitors, primary screen, biochemical, fluorescence polarization, FP-Rh probe, 1536-well HTS; Sialate O-acetylesterase (Homo sapiens), Q9HAT2; SIAE FP-Rh probe binding; inhibition, % at 9.66 µM; actives 0.69% (n = 370,000);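 active = inhibition above a cutoff: mean of compounds within the control limits plus 3 SD of those, cut at about 17% in these data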;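 also: 0% = plate median of compound wells and 100% = probe without SIAE protein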
# PG9 Ab binder: binders of HIV-1 gp120 antibody PG9, primary screen, biochemical, TR-FRET; HIV-1 gp120 / PG9 antibody interaction; inhibition, % at 6.7 µM; AID 624416, 2012; actives 0.43% (n = 360,000); TR-FRET gp120-PG9 antibody binding; in the data active = inhibition above about 8.5%
# DDE Tn7 FP inh: inhibitors of Tn7 peptide binding to fibrin DD(E), primary screen, biochemical, fluorescence polarization, human fibrin, Tn7 probe; Fibrinogen beta chain (Homo sapiens), P02675; FP displacement of FITC-Tn7 peptide from fibrin DD(E); 0% = median of compound wells per plate; inhibition, % at 8.3 µM; actives 0.13% (n = 370,000); AID 720508, 2013;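 active = inhibition above the mean of compounds falling within the control limits plus 3 SD of them, cut at about 14% in these data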;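 also: 0% = plate median of compound wells and 100% = 10 µM Aha-Tn7 peptide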
#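 Measure: % inhibition scaled between sample-field median and high-control FP; Test system: human fibrin DD(E); Quantity: 2 µM final DD(E) protein; Doses: one dose, 8.3 µM nominal; Schedule: compound with protein 10 min, then 3 h after probe, room temperature; Detection: fluorescence polarization; Medium: Tris buffer with calcium and detergent, pH 7.8.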
# HTRA1 inhibitor: HTRA1 serine protease inhibitors, primary screen, biochemical, fluorescence polarization, HTS; AID 504803, 2011; recombinant HTRA1, FP-rhodamine activity-based probe; Q92743; actives 0.5% (n = 340,000); inhibition, % at 5.96 µM; in the data active = inhibition above about 36%;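 also: 0% = enzyme with DMSO and 100% = wells lacking enzyme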
# LEDGF integ inh: blockers of LEDGF/p75-dependent integrase strand transfer – biochemical, TR-FRET, high throughput, primary screen; TR-FRET IN-LEDGF/p75 DNA integration, Eu/Cy5; inhibition, % at 3.7 µM; actives 0.64% (n = 370,000);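 active = inhibition above the screen-wide mean plus 3 SD, cut at about 13% in these data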;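 also: signal is the Cy5 over europium emission ratio at 671 and 618 nm; 0% = plate median of compound wells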
# TDP2 absorb: human TDP2 enzyme inhibitors, primary screen, biochemical, epi absorbance, recombinant enzyme; AID 720702, 2013; actives 0.34% (n = 370,000); Tyrosyl-DNA phosphodiesterase 2 (Homo sapiens), O95551; inhibition, % at 12.8 µM; T5PNP hydrolysis, p-nitrophenol absorbance 415 nm;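 active = inhibition above the mean of all tested compounds plus 3 SD, set per campaign, cut at about 25% in these data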;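 also: 0% = DMSO with enzyme and 100% = buffer with substrate but no TDP2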
#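 System: recombinant human TDP2 / Amount: 120 nM TDP2 per well / Also added: 5 mM T5PNP chromogenic substrate / Doses: 12.8 µM single point, 1% DMSO / Incubation: 2 h at 37 °C / Detection: p-Nitrophenol epi absorbance / Evaluation: % inhibition relative to enzyme-containing and enzyme-free wells / Repeats: singlicate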
# * hit, by the source's call; · = no result given. Compounds as they come; 4.2% or so of the library scored in one or more.
SMILES,PRMT1 inh,TCR CD3 inh,mABHD4 FP,UHRF1 MBD2 ctr,SIAE primary,PG9 Ab binder,DDE Tn7 FP inh,HTRA1 inhibitor,LEDGF integ inh,TDP2 absorb
CC(=O)N1N=C(c2ccco2)CC1c1ccc(C)cc1 (centres undefined),2,-1,1,-2,6,0.2,2,1,2,9
CC(=O)c1ccc(N2CCN(C(=O)c3cc4c(s3)CCCC4)CC2)cc1,4,-4,-4,7,-2,0.6,-11,-4,10,-23
O=C1CCCN1CCCNS(=O)(=O)c1ccc(Br)cc1,6,0,1,0,3,0.2,-8,4,1,0
Cc1nnc(NC(=O)CCC2CCCCC2)s1,3,-2,-3,3,-6,-0.4,5,3,-4,1
CC(=O)Nc1ccc(S(=O)(=O)Oc2ccccc2N2C(=O)C3C4CCC(C4)C3C2=O)cc1 (centres undefined),6,0,-7,0,0,-1.1,2,5,-1,-5
CCOc1ccc(NC(=O)CN(C)C(=O)C2=COCCO2)cc1OCC,0,-13,8,1,5,0.8,-5,1,-3,0
CCCCn1nc(NC(=O)c2cccs2)c2cc3ccccc3nc21,6,4,-20,0,-16,-1.7,0,-91,0,-5
COc1ccc(OC)c2nc3c(C(=O)NCCN(C)C)cccc3nc12,-2,-4,3,56*,3,-33,-5,8,2,6
CC1=C(C(=O)N(C)C)CC(CC(=O)NCC2CCCCC2)C(=O)N1CCCN1CCCC1=O (centres undefined),3,-9,3,3,1,-0.1,6,1,-1,0
O=C(Nc1sc2c(c1C(=O)O)CCCC2)c1cccs1,-1,4,16,-1,5,2.2,3,0,3,3
Cc1cccn2c(=O)c3cc(C(=O)NCCc4ccccc4)c(=N)n(Cc4ccco4)c3nc12,-2,11,4,-6,-6,-1.4,-2,-43,5,-10
Cc1onc(-c2ccccc2)c1C(=O)NC(C)C1CCCO1 (centres undefined),0,3,4,4,-1,-0.6,1,5,1,4

# Part of the list above, limited to LEDGF integ inh and TCR CD3 inh.
smiles	LEDGF integ inh	TCR CD3 inh
CCOc1ccc(NC(=O)CN(C)C(=O)C2=COCCO2)cc1OCC	-3	-13
Cc1onc(-c2ccccc2)c1C(=O)NC(C)C1CCCO1 (centres undefined)	1	3

# Next records
SMILES,PRMT1 inh,TCR CD3 inh,mABHD4 FP,UHRF1 MBD2 ctr,SIAE primary,PG9 Ab binder,DDE Tn7 FP inh,HTRA1 inhibitor,LEDGF integ inh,TDP2 absorb
C[C@H](CO)N1C[C@H](C)[C@@H](CN(C)C(=O)NC2CCCCC2)Oc2ccc(NC(=O)NC3CCCCC3)cc2C1=O,-2,-3,-4,2,2,1.6,-2,-1,-3,-6
C[C@H](N)C(=O)OCc1ccc([N+](=O)[O-])cc1,-2,-7,-1,0,-5,0.5,2,4,0,1
O=C(Cc1c(F)cccc1Cl)OCC(=O)c1ccc[nH]1,-1,3,-1,-1,3,-0.4,13,-1,1,7
COC(=O)c1nccnc1N,-3,9,-2,2,-1,-1.7,-12,-2,-2,7
COC(=O)CC(NS(=O)(=O)c1cccs1)c1ccccc1Cl (centres undefined),-2,-4,2,-1,-4,-2.1,-5,5,1,4
CC(C)(C)c1nc2ccc(Cl)cn2c1CC1CCCCC1,3,-7,7,9,9,-1.3,2,·,2,3
COCc1nnc(NC(=O)c2ccc(S(=O)(=O)N(C)C3CCCCC3)cc2)o1,-3,-2,-3,-1,3,-1.0,-2,3,2,3
COC(=O)c1ccccc1NC(=O)N1CCN(c2ccccc2F)CC1,0,3,-4,1,3,-1.4,5,-4,5,-2
Cc1cnc(Sc2ncccc2[N+](=O)[O-])nc1,-3,5,3,0,-4,-0.6,0,-2,-2,6
CC(=O)N/C(=C\c1ccccc1)C(=O)OCc1cc(C)ccc1C,-2,-2,-4,-2,3,0.5,-5,0,0,6
COc1ccc(C(C(=O)NC2CCCC2)n2c(CSCCOc3ccccc3)nc3ccccc32)cc1 (centres undefined),4,-5,-15,3,-1,0.8,4,·,-3,1
CSc1nncc(-c2ccc(F)cc2)n1,1,3,-3,-4,-7,-2.6,-7,0,-3,-4
COc1ccc(NC(=S)Nc2cnc3ccccc3c2)c(OC)c1,-3,8,-4,-3,6,-0.3,2,9,-1,-4
COC(=O)c1c(N)n(CCCN2CCOCC2)c2nc3ccccc3nc12,-2,5,4,-7,0,-2.4,7,-3,-1,-4
CCCOC(=O)CCCCC1SCC(NC(=O)OC)C1NC(=O)OC (centres undefined),3,-2,7,2,2,-1.4,-3,0,5,-9
COc1ccc(C(NC(=O)C(C)(C)C)NC(=O)C(C)(C)C)cc1,-3,-4,-2,1,-3,-1.7,0,1,9,-9
Cc1ccc(N(CC(=O)NC2CCCCC2C)S(=O)(=O)c2c(C)nn(C)c2C)cc1 (centres undefined),0,2,9,-1,-3,-0.8,-2,0,-1,5
COC(=O)[C@H](Cc1ccccc1)NC(=O)[C@H]1C[C@@]2(N3CCCC3)c3ccccc3N(C(=O)OC(C)(C)C)[C@H]2N1C(=O)OC(C)(C)C,3,·,-1,0,10,·,9,·,0,-5
CCOC(=O)CNC(=S)N(Cc1ccco1)Cc1ccccc1Cl,-5,3,-7,0,-2,0.3,9,-15,0,10
CC1=NNC(=O)/C1=C\c1cn(-c2ccccc2)nc1-c1cccs1,2,8,0,-5,1,-0.3,2,-2,2,10
CCOc1c(N2CC(C)OC(C)C2)c(=O)c1=O (centres undefined),5,-7,3,3,-6,2.1,0,-2,-2,3
O=C(/C=C/c1ccccc1[N+](=O)[O-])N1CCOCC1,-2,3,-2,0,-2,0.0,3,7,-4,9
c1ccc(Oc2cccc(OCCn3cncn3)c2)cc1,-2,-10,9,2,3,0.3,-3,0,4,3
CC(C)(C)C(=O)Nc1cc(C(F)(F)F)ccc1N1CCOCC1,0,3,-11,-1,2,0.0,7,5,-3,6
Cc1ccc(C)c(NC(=O)CCOc2ccccc2)c1,2,4,1,0,1,-1.7,1,10,0,10
O=C(CN1C(=O)c2ccccc2S1(=O)=O)NCCSCc1ccccc1Cl,6,5,7,0,0,1.0,-5,-7,0,-9
COc1ccc(CNC(=O)CCC(=O)n2ncc3cc(C)ccc32)cc1,4,2,8,-4,10,0.8,0,1,0,4
Cc1cc(C)c(C)c(S(=O)(=O)N2CCC(C(=O)N3CCCC3)CC2)c1C,-1,-1,4,-2,6,-0.8,-7,-2,3,2
CC(=O)OC12CCCN(C1)/C(=C/c1ccccc1)C2 (centres undefined),1,·,5,5,6,·,-4,·,-2,12
NC(c1csc(Nc2ccc(C(F)(F)F)cn2)n1)C1CCCCC1 (centres undefined),-1,1,24,-3,5,0.6,7,·,18*,-9
Cc1cccc(NC(=O)N2CCC(NC(=O)C3CCCCC3)CC2)c1,-3,1,-4,1,-4,-1.3,-5,4,2,1
CN1C(=O)N(CC(=O)c2ccc3c(c2)OCO3)C(=O)C12CCCCC2,7,-4,-4,0,3,-0.6,-2,2,-3,3
CCc1[nH]nc(C(=O)N2CCCC(CNS(=O)(=O)c3cccs3)C2)c1C (centres undefined),-2,4,4,3,1,-1.6,3,7,-8,-9
O=C(Cc1ccccc1)NCC(=O)N1CCc2ccccc2C1,1,1,2,-1,-2,1.6,8,-5,-1,-1
CCc1nnc(N2C(=N)SCC2=O)s1,-1,-1,2,1,0,-1.2,-2,-1,3,-6
N/C(=N\OC(=O)c1ccc([N+](=O)[O-])cc1)c1ccc(Br)cc1,7,-10,-2,5,-7,0.5,1,0,3,-6
N#CCc1c(C#N)c(N)nc(N2CCN(S(=O)(=O)c3ccccc3)CC2)c1C#N,14,3,-11,-3,-6,1.2,0,-3,-3,-5
Cc1ccc(NC(=S)NC(NC(=O)c2ccccc2)C(Cl)(Cl)Cl)c(C)c1 (centres undefined),2,5,-40,-2,-23,-2.4,1,-43,-2,-2
COc1ccc(OCc2cc(C(=O)NCCN3CCCC(O)C3)no2)c(Cl)c1 (centres undefined),2,-3,0,-1,1,-0.5,-4,-6,2,0
Cc1ccc(NC(=O)Cn2c(C)cc(C)c(C#N)c2=O)c(Cl)c1,-3,0,1,-2,3,-3.1,-14,-3,1,1
Cn1c(/C(C#N)=C2/CCCCCN2)nc2ccccc21,0,-2,6,-3,1,-0.2,1,0,0,4
O=C(CCn1c(=O)oc2ccccc21)Nc1nccs1,1,5,-5,1,1,0.9,-4,1,2,5
Cc1cc(=O)n2nc(N3CCC(C(=O)NCc4cccc(Br)c4)CC3)sc2n1,-4,-1,1,1,3,-0.8,2,6,3,1
COc1ccc(CNC(=O)CSc2cccc3cccnc23)cc1,-4,-6,20,5,-10,-1.0,-9,3,2,-3
CC(C)=CCc1cc([C@@H]2CC(=O)c3ccc(O)c(CC=C(C)C)c3O2)ccc1O,1,10,-54,1,-24,-0.7,-1,-42,9,-1
COC(=O)c1sccc1NC(=S)Nc1cc(C)ccc1OC,9,-7,-11,2,-1,1.1,13,5,-1,-17
Cc1occc1C(=O)NCc1ccccc1,-4,5,-1,0,4,-0.4,3,0,0,9
O=C(C=Cc1ccc2c(c1)OCO2)c1ccccc1,3,1,-1,-3,9,-1.5,5,-2,0,-3
Cc1ccc(S(=O)(=O)N(C)c2ccccc2C(=O)Nc2ccc3c(c2)OCCO3)cc1,-2,0,4,-2,-4,-1.2,1,-8,2,-12
CCOc1cc(/C=N/O)ccc1OCc1ccccc1F,1,6,-7,3,0,0.3,0,-5,0,0
CCSc1nnc(NC(=O)Cc2ccc(OC)cc2)s1,-4,5,0,0,1,0.2,2,-4,-1,-13
CCN1CCc2c(sc(NC(=O)c3ccc(C(=O)c4ccccc4)cc3)c2C(N)=O)C1,3,-10,-12,3,-4,0.9,4,-24,3,-5

# Some values from the results shown:
# Cc1occc1C(=O)NCc1ccccc1 @ TDP2 absorb: 9
# COc1ccc(NC(=S)Nc2cnc3ccccc3c2)c(OC)c1 @ mABHD4 FP: -4
# CC(C)(C)C(=O)Nc1cc(C(F)(F)F)ccc1N1CCOCC1 @ LEDGF integ inh: -3
